Myeloid diff 2 – compounds promoting myeloid differentiation; 1% of 360,000 active; calls only at 10 µM; ER-HoxA9 myeloid progenitors, lysozyme-GFP differentiation, flow cytometry;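 active means normalized GFP-positive differentiation at or above the plate's own cutoff, the solvent-only control mean plus 3 SD; inconclusive means no clear call, values can overlap the other calls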;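 further: cells exposed to compound for four days before flow analysis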
Myeloid diff 2 GFP+ MAC1+ % – second read-out of Myeloid diff 2, no call of its own (marks repeat the call); GFP+ MAC1+ double positive, %; measured here: differentiation confirmed by MAC1 staining
Active calls of the source: *; i = inactive; ? = inconclusive; . = no result given.

SMILES	Myeloid diff 2	Myeloid diff 2 GFP+ MAC1+ %
CN(C(=O)c1ccc(NC(=O)Cc2cccc(NC(=O)C3CCCN(C(=O)C4CCC4)C3)c2)cc1)C1CC1 (configuration not stated)	i	0.3
CC1NC(=O)c2cccnc2-n2c1nc1cc(F)ccc1c2=O (configuration not stated)	i	0.5
CSc1ccccc1NC(=O)CSc1cccc[n+]1[O-]	i	0.5
CC1(C)C(=O)C=C(N2CCCCC2)c2ccccc21	i	0.3
CCN1CCN(c2ccc(S(=O)(=O)N3CCCCC3)cc2NC(=O)C(C)Oc2ccc(F)cc2)CC1 (configuration not stated)	i	0.6
CCc1nnc(NC(=O)CCS(=O)(=O)c2ccc(C)cc2)s1	i	0.9
CC(CC(=O)Nc1ccc2c(c1)c(=O)n(C)n2-c1ccc2ccccc2c1)C(F)(F)F (configuration not stated)	?	.
CC(OC(=O)c1ccc(-n2cnnn2)cc1)C(=O)NCc1ccccc1 (configuration not stated)	i	0.4
COc1cc(C(=O)OCc2nc3ccsc3c(=O)[nH]2)c([N+](=O)[O-])cc1OC	i	0.5
O=[N+]([O-])c1ccc(O)c(C2CCCCC2)c1	i	1.2

Looked up above:
O=[N+]([O-])c1ccc(O)c(C2CCCCC2)c1 in Myeloid diff 2 GFP+ MAC1+ % reads 1.2
CC(OC(=O)c1ccc(-n2cnnn2)cc1)C(=O)NCc1ccccc1 (configuration not stated) in Myeloid diff 2 GFP+ MAC1+ % reads 0.4

Next part.
SMILES	Myeloid diff 2	Myeloid diff 2 GFP+ MAC1+ %
O=C1CCN(Cc2ccccc2)C=C1c1cccc(O)c1	i	0.3
COc1ccc2nc3n(c(=O)c2c1)-c1ncccc1C(=O)NC3C (configuration not stated)	i	1.1
CCN1C(=O)[C@H]2[C@@H](c3ccc(-c4ccc(F)cc4)cc3)N[C@@](C)(C(=O)OC)[C@H]2C1=O	i	1.8
CC(C)(C)OC(=O)N[C@H]1C=C[C@H](OC(=O)CC(=O)OCC(F)(F)F)C1	i	1.6
COc1ccc(C(=O)c2c3ccccc3[n+]([O-])n2CCC(N)=O)cc1	i	0.3
CS(=O)(=O)c1ccc(-c2cccc(NC(=O)c3ccco3)c2)nn1	i	0.3
O=C(NC1CCCC1)c1c(O)nc2sccn2c1=O	i	1.0
C/C(C=O)=C/c1ccccc1	i	1.7
CCOC(=O)C1(C)CCN1C(=O)c1csnn1 (configuration not stated)	i	1.0
CC1c2ccccc2N(S(=O)(=O)c2ccccc2)C1C (configuration not stated)	i	1.7
Cc1ccc(S(=O)(=O)/N=C2\C=C(NS(=O)(=O)c3ccccc3)C(=O)c3ccccc32)c(C)c1	i	0.7
CCOC(=O)c1c(NC(=O)CSc2nnc(-c3ccc(OC)cc3)o2)sc2c1CCC2	i	0.7
O=[N+]([O-])c1cc(-c2csc(NCCc3nc4cc(Cl)c(Cl)cc4n3CCCO)n2)ccc1Cl	i	0.3
COc1cccc(C(=O)NCC(c2cccs2)N2CCOCC2)c1 (configuration not stated)	i	0.5
N#C/C(=C\c1cccn1S(=O)(=O)c1cccc(C#N)c1)S(=O)(=O)c1ccc(F)cc1	i	0.8
CCOc1ccccc1C(=O)NCCCCNC(=O)c1ccccc1OCC	i	0.3
Nc1c(Cl)cc(C2=NCCn3nc4cc(C(F)(F)F)ccc4c32)cc1Cl	i	1.7
O=Cc1cn(CCOc2ccc(F)cc2)c2ccccc12	i	1.4
O=C1NC[C@H](c2ccccc2)N(CCC23CC4CC(CC(C4)C2)C3)C1=O	i	0.8
O=C(Cn1nnc(-c2ccc(Cl)cc2)n1)NC1CCS(=O)(=O)C1 (configuration not stated)	i	0.5
COc1ccc(CC(=O)OCC(=O)NNC(=O)c2ccccc2)cc1	i	0.5
CCOc1ccc(OCC(=O)Nc2cccc(S(=O)(=O)NC3=NCCC3)c2)cc1	i	0.7
COc1ccc(C=NNC(=O)c2ccccc2NS(=O)(=O)c2cccs2)cc1O	i	1.1
Cc1ccc(S(=O)(=O)CCC(=O)Nc2cc(Cl)ccc2-n2cncn2)cc1	i	0.9
CC1(C)CC(Cc2ccccc2C(F)(F)F)N(C(=O)OC(C)(C)C)C1 (configuration not stated)	i	1.3
O=C(NC(c1ccccc1)c1ccsc1)C1CCN(Cc2ccccc2)CC1 (configuration not stated)	i	0.9
O=C(NCCS(=O)(=O)NCc1ccccc1Cl)c1ccc2c(c1)OCO2	i	0.2
CC(OC(=O)Cc1c[nH]c2ccccc12)C(=O)NC1CCCCC1C (configuration not stated)	i	0.6
CNC(=O)OCc1nc(SC2CCCCO2)n(C)c1COC(=O)NC (configuration not stated)	i	1.2
Cc1cc2nc(-c3ccco3)c(Cc3ccccc3C(F)(F)F)n2c(C)c1Br	i	1.6
CN(CC(=O)Nc1ccc(F)cc1)C(=O)c1ccc(OCc2ccccc2)cc1	i	1.1
C[C@@H]1CN([C@H](C)CO)C(=O)c2cc(C#CC3CCCCC3)cnc2O[C@H]1CN(C)Cc1cccnc1	i	0.8
C[C@@H]1CC[C@]2(C(=O)O)CC[C@]3(C)C(=CCC4[C@@]5(C)CC[C@H](O)[C@@](C)(C(=O)O)C5CC[C@]43C)C2[C@]1(C)O (some centres not stated)	i	0.7
CN(Cc1ccccc1)C(=O)COC(=O)Cc1ccc(Cl)cc1	i	1.3
Cc1cccnc1C(NC(=O)C1CCN(Cc2ccc(Cl)cc2)CC1)c1ccccc1 (configuration not stated)	i	0.5
Cc1cc(C)n(CC(=O)NNC(=O)c2ccc(NC(=O)CC#N)cc2)n1	i	0.2
CC(C)C[C@H]1CNC(=S)N1CC1CCCN1C[C@H](CC(C)C)N1C[C@H](CC(C)C)N(CCc2ccccc2)C1=S (some centres not stated)	i	1.9
O=C(NCCCCc1ccccc1)c1cccc(NC(=O)C2CCCC2)c1	i	1.3
Cc1cccc(N2CC(C(=O)Nc3ccccc3N3CCOCC3)CC2=O)c1C (configuration not stated)	i	1.1
CC(C)CN(C(=O)C1CCCCC1)C1CCS(=O)(=O)C1 (configuration not stated)	i	0.7
CC(CNC(=O)c1ccccc1Cl)NC(=O)c1ccccc1Cl (configuration not stated)	i	0.9
NC1=NC[C@H](Cc2ccccc2)N1CC1CCCCC1	i	1.7
CCOc1ccc(S(=O)(=O)NCCC(=O)NCCOc2ccccc2OC)cc1	i	0.9
CCOc1ccc(C(=O)COC(=O)CNC(=O)C2CCCCC2)cc1	i	0.5
COc1ccc(NC(C)=O)c([N+](=O)[O-])c1[N+](=O)[O-]	i	0.7
Cc1cccc(N2CC(C(=O)OCC(=O)Nc3sccc3C(N)=O)CC2=O)c1C (configuration not stated)	i	0.6
O=C(COc1ccc(CNC[C@H]2O[C@@H](n3ccc(=O)[nH]c3=O)[C@H](O)[C@@H]2O)cc1)Nc1ccccn1	i	1.0
Cc1cccc(NC(=O)COC(=O)CN2C(=O)c3ccccc3C2=O)c1	i	2.1
COc1ccc(C(=O)NCCNC(=O)c2ccc(OC)cc2)cc1	i	0.4
CC(C)(C)NC(=S)N1CCC2CC1c1c(Cl)cccc12 (configuration not stated)	i	1.4

Five structures already listed, sorted by molar mass, descending:
SMILES	Myeloid diff 2	Myeloid diff 2 GFP+ MAC1+ %
O=C(COc1ccc(CNC[C@H]2O[C@@H](n3ccc(=O)[nH]c3=O)[C@H](O)[C@@H]2O)cc1)Nc1ccccn1	i	1.0
CCOc1ccc(S(=O)(=O)NCCC(=O)NCCOc2ccccc2OC)cc1	i	0.9
Cc1cccc(N2CC(C(=O)OCC(=O)Nc3sccc3C(N)=O)CC2=O)c1C (configuration not stated)	i	0.6
Cc1cccc(NC(=O)COC(=O)CN2C(=O)c3ccccc3C2=O)c1	i	2.1
COc1ccc(NC(C)=O)c([N+](=O)[O-])c1[N+](=O)[O-]	i	0.7

Next section.
SMILES	Myeloid diff 2	Myeloid diff 2 GFP+ MAC1+ %
O=C(Nc1ccc(F)c(Cl)c1)c1ccccc1NC(=O)C1CCCCC1C(=O)O (configuration not stated)	i	0.2
OC[C@@H]1CN(Cc2ccc(F)cc2)C[C@H](n2cnc3c(N4CCCC4)ncnc32)O1	i	1.0
COc1cccc(NC(=O)C2(C)CCN2Cc2cccc(OC)c2F)c1 (configuration not stated)	i	1.2
COc1cc(Nc2ccn3nc(-c4ccc(F)cc4)cc3n2)cc(OC)c1OC	i	0.9
CC(Sc1cccc[n+]1[O-])C(=O)NC1CCCCC1C (configuration not stated)	i	0.4
Nc1ccn(CC(=O)NCc2ccc3[nH]ccc3c2)c(=O)n1	i	0.5
O=C(Nc1ccc2ccccc2c1)OC1CCS(=O)(=O)C1 (configuration not stated)	i	0.7
CC(C)CNc1ncnc2c1ncn2[C@H]1CN(Cc2ccc(F)cc2)C[C@@H](CO)O1	i	0.6
CCc1ccc(N2CC(C(=O)OCC(=O)Nc3ccccc3C)CC2=O)cc1 (configuration not stated)	i	1.0
N#CC1(NC(=O)CSc2nc3ccc([N+](=O)[O-])cc3s2)CCCCC1	i	0.8
CC(=O)c1cccc(NC(=O)CSc2nc(=O)n(CCCN3CCOCC3)c3c2CCC3)c1	i	1.1
CC(C)(C)OC(=O)C[C@@H]1C/C=C\C[C@@H](CC(=O)NCCO)C(=O)N[C@H](Cc2ccccc2)COC1=O	i	2.3
CCOc1ccc(CC(=O)NCCS(=O)(=O)N2CCN(c3ccccc3)CC2)cc1	i	0.6
CN(Cc1ccccc1)C(=O)c1ccc(NC(=O)Cc2ccc(NC(=O)C3CCCN(C(=O)C4CCC4)C3)cc2)cc1 (configuration not stated)	i	0.6
COc1cc(S(=O)(=O)N2CCOCC2)cc(C(=O)NCC(c2cccs2)N2CCOCC2)c1OC (configuration not stated)	i	0.8
CCOC(=O)c1oc2ccccc2c1COC(=O)CNC(=O)c1ccc(C)cc1	i	1.0
CC(C)CNC(=O)C1(C)CCCN1C(=O)c1csnn1 (configuration not stated)	i	1.9
Cc1ccc2nc(CN(C)C(=O)[C@H]3O[C@@H](n4ccc(=O)[nH]c4=O)[C@H](O)[C@@H]3O)[nH]c2c1	i	0.2
O=S(=O)(c1ccc(F)c(Cl)c1)N1CCN(C/C=C/c2ccccc2)CC1	i	0.3
NC(c1csc(Nc2cc(Oc3ccccc3)ncn2)n1)C1CCCCC1 (configuration not stated)	i	1.3
COc1ccc(-c2c(-c3ccsc3)oc(=O)c3cc(OC)c(OC)cc23)cn1	i	1.1
COc1ccc(C(O)c2ncc(-c3cccc(C(F)(F)F)c3)[nH]2)cc1F (configuration not stated)	i	2.1
CC(=O)Nc1cc(-c2ccccc2N(C)C)cn2c(-c3ccccc3)cnc12	i	1.3
CCOC(=O)[C@]12CCCC=C1N(Cc1ccccc1)C(=O)[C@H](CC(=O)NCc1ccc(OC)c(OC)c1)C2	i	3.7
C[C@H]1CN=C(N(C)C)N1CC1CCCCC1	i	1.0
COc1ccc(OCc2cc(C(=O)NC(C)c3nc(C)cs3)no2)c(Cl)c1 (configuration not stated)	i	0.4
Cc1cc(S(=O)(=O)Nc2ccc(C(=O)NCc3ccncc3)cc2)ccc1F	i	1.0
CCCNC(=O)c1cc(C2CCCN(S(=O)(=O)c3cccs3)C2)on1 (configuration not stated)	i	1.2
Cc1cccc(C)c1NC(=O)CN1CCN(c2ccc(F)cc2)CC1	i	1.8
COC(=O)[C@@]1(Cc2ccc(F)cc2)[C@H]2c3cc(C(=O)N(C)C)n(Cc4ccsc4Br)c3C[C@H]2CN1C(=O)c1ccccc1	i	2.1
O=C1CC(c2ccc3ccccc3c2)NN1 (configuration not stated)	i	0.9
COc1cccc(-c2sc3ccc(OC)cc3c2-c2ccc(OCCN3CCCCC3)cc2)c1	i	2.0
CC1CCCN(C(=O)CN2C(=O)c3ccccc3S2(=O)=O)C1 (configuration not stated)	i	0.7
O=C(CCCOc1ccccc1)N1CCN(S(=O)(=O)c2ccccc2)CC1	i	0.8
CCOC(=O)C1CCN(C(=O)c2cccc(NS(=O)(=O)c3ccc(Br)cc3)c2)CC1	i	1.7
Cc1ccc(S(=O)(=O)Nc2ccccc2C=NNC(=O)c2ccncc2)cc1	i	1.1
Cc1c2ccccc2c(C)c2c1ccc1ccccc12	i	2.6
CC(=O)Nc1cc(-c2ccc(C(=O)N3CCOCC3)cc2)cn2c(-c3ccc(S(C)(=O)=O)cc3)cnc12	i	1.7
CCOc1ccccc1C(c1c(O)nc(SC)[nH]c1=O)c1c(O)nc(SC)[nH]c1=O	i	0.7
COc1c(CC=C(C)C)c(O)cc2oc(=O)c3c4ccc(O)cc4oc3c12	i	0.8
Cc1ccc(C2(c3ccccc3)NC(=O)N(CC(=O)NC3CCCCC3)C2=O)cc1C (configuration not stated)	i	0.7
COc1ccc(/C=C2\C(=O)NC(=O)c3ccccc32)cc1OC	i	1.1
O=C(COC(=O)Cc1ccsc1)Nc1ccc(F)cc1Cl	i	0.3
CN(C(=O)c1cccc(NC(=O)C2CCCN(C(=O)OC(C)(C)C)C2)c1)C1CCCC1 (configuration not stated)	i	1.6
O=C(c1c(F)cccc1Cl)N(Cc1ccco1)C1CCS(=O)(=O)C1 (configuration not stated)	i	0.8
COc1ccc(CCC(=O)Nc2cccc(S(=O)(=O)N3CCCCCC3)c2)cc1	i	0.4
CCOC(=O)C1(C)CCCN1C(=O)c1ccc(C(F)(F)F)nc1C (configuration not stated)	i	0.9

Three compounds drawn at random from the list so far, as already listed:
SMILES	Myeloid diff 2	Myeloid diff 2 GFP+ MAC1+ %
CN(C(=O)c1cccc(NC(=O)C2CCCN(C(=O)OC(C)(C)C)C2)c1)C1CCCC1 (configuration not stated)	i	1.6
COc1ccc(/C=C2\C(=O)NC(=O)c3ccccc32)cc1OC	i	1.1
CCOC(=O)C1(C)CCCN1C(=O)c1ccc(C(F)(F)F)nc1C (configuration not stated)	i	0.9

Screening data as filed in PubChem.

Only part of the results is shown; the hit share may differ from the screen's.
